# JMJD2C inh: inhibitors of human GASC-1 (JMJD2C) demethylase; GST-JMJD2C(1-420) H3K9me3 demethylation, DELFIA europium; inhibition, % at 2.35 µM; 0.069% of 330,000 active; AID 2099;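 active means more than half of a compound's replicate wells show inhibition beyond 50%, single wells judged on their own value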;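 further: signal counts dimethyl H3K9 product captured on neutravidin plate; 0% = median of DMSO wells and 100% = 0.3 times that DMSO median; strong numbers were not always called active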
# RPL19A TOR yeast: alters RPL19A-GFP fluorescence in TOR pathway yeast screen | S. cerevisiae RPL19A-GFP strain, flow cytometry, 3 h; active compounds read low | percent response vs DMSO, % at 10 µM | 0.3% of 330,000 active | AID 2025;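 active means percent response vs DMSO below 50%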;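 further: median channel GFP fluorescence of the barcoded RPL19A-GFP strain; ratio of sample median GFP to plate DMSO average so 100% = DMSO; lower means less RPL19A-GFP as with rapamycin TOR inhibition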
# CIT2 TOR yeast: alters CIT2-GFP fluorescence in TOR pathway yeast screen | 0.065% of 320,000 active | S. cerevisiae CIT2-GFP strain, flow cytometry, 3 h; 100 means same as DMSO wells | GFP response vs DMSO, % at 10 µM;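 active means GFP response relative to DMSO above a set limit, near the screen mean plus 3 SD, cut at about 150% in these data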;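 further: ratio of well median GFP fluorescence to mean of DMSO wells on the plate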
# VLA-4 inh: inhibition in a human VLA-4 binding assay | P13612 | VLA-4 expressing cells, ligand binding flow cytometry | inhibition, % (about 7 µM as worked out from the volumes in the protocol) | 0.2% of 330,000 active; in the data active means inhibition above about 50%
# Target sequence (P13612 whole entry, looked up): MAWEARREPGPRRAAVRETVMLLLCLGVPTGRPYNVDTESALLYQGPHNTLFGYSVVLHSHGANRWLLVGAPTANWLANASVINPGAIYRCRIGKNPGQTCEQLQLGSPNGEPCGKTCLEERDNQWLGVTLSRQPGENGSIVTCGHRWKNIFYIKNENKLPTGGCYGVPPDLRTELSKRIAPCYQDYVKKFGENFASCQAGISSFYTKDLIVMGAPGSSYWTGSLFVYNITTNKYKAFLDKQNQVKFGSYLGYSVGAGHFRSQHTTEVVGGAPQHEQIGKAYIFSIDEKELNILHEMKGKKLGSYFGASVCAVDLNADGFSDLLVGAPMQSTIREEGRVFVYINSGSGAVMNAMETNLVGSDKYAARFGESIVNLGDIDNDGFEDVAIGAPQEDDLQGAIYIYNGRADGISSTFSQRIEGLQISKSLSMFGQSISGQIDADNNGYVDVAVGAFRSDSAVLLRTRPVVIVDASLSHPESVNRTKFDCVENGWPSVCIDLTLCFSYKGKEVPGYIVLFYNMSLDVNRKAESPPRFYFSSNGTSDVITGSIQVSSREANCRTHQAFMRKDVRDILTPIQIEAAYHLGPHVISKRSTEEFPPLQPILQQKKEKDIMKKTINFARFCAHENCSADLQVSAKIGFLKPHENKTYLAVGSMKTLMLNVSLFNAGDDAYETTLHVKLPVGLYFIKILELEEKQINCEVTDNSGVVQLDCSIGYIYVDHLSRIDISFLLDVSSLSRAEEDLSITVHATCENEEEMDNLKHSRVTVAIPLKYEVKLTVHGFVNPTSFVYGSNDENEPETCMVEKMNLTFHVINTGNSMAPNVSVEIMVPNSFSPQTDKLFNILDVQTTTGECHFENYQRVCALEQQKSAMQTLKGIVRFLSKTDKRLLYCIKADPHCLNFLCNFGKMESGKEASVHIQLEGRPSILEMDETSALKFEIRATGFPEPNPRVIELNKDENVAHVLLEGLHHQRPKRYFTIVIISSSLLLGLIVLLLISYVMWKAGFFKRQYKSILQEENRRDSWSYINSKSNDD
# GRK2 inh: blocks RNA aptamer binding to human GRK2 | P25098 | bead flow cytometry, FAM-aptamer displacement from GRK2 | inhibition of aptamer binding, % at 10 µM | 0.59% of 330,000 active;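 active means inhibition of aptamer binding above 40%, roughly 3 SD of noise, on plates passing a quality check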;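 further: median bead fluorescence of bound FAM aptamer so fluorescent compounds give negative values; no value below 0 was filed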
# MEP2 TOR yeast: modulators of TOR pathway MEP2-GFP in S. cerevisiae; S. cerevisiae MEP2-GFP strain, flow cytometry GFP, 3 h; 100% = DMSO control level; GFP response vs DMSO, % at 10 µM; 0.51% of 330,000 active;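 active means GFP response versus DMSO above a set limit, roughly screen mean plus 3 SD, cut at about 180% in these data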;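 further: median GFP fluorescence of the barcode-gated MEP2-GFP cells per well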
# LAP4 TOR yeast: modulators of TOR pathway LAP4-GFP in S. cerevisiae; GFP response vs DMSO, % at 10 µM; 0.34% of 320,000 active; S. cerevisiae LAP4-GFP multiplex, flow cytometry GFP, 3 h; median GFP as percent of DMSO wells;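 active means GFP response vs DMSO above a set limit, about the screen mean plus 3 SD, cut at about 150% in these data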
# AGP1 TOR yeast: modulators of TOR pathway AGP1-GFP in S. cerevisiae. 0.02% of 320,000 active. AID 2066. GFP response vs DMSO, % at 10 µM. S. cerevisiae AGP1-GFP multiplex flow cytometry, 3 h; GFP as percent of DMSO wells;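 active means GFP response relative to DMSO above a set limit, near screen average plus 3 SD, cut at about 150% in these data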;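 further: median GFP channel fluorescence of the gated AGP1 strain per well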
# * hit, by the source's call; / = no result given.
SMILES,JMJD2C inh,RPL19A TOR yeast,CIT2 TOR yeast,VLA-4 inh,GRK2 inh,MEP2 TOR yeast,LAP4 TOR yeast,AGP1 TOR yeast
COc1ccccc1CNn1c(-c2cccc(C)c2)nc2ccccc2c1=O,4,97,100,-1,4,97,107,95
O=C(Nc1ccccn1)C1CCN(C(=O)c2ccc(F)cc2)CC1,-21,101,99,26,1,97,95,107
O=C(O)c1cc(-c2ccccc2)c(N2CCOCC2)s1,-18,98,92,-8,2,91,/,98
COC(=O)c1cccc(N(C(=O)c2cnccn2)C(C(=O)NC2CCCCC2)c2cn(C)nc2C)c1 (stereo not drawn),7,95,99,-14,3,101,101,100
CS(=O)(=O)c1ccc2nc(NC(=O)C3CC(=O)N(c4ccc(F)cc4)C3)sc2c1 (stereo not drawn),-7,101,102,-7,0,97,105,101
CCOC(=O)Cc1nn(Cc2nc(-c3ccc(C#N)cc3)cs2)c(=O)c2ccccc12,-20,96,90,-5,6,99,105,99
CCCCCn1c(=S)[nH]c2cc(C(=O)N3CCN(C(=O)OCC)CC3)ccc2c1=O,3,92,94,-4,0,103,88,92
CC(C)NC(=O)N(C)C[C@H]1Oc2ccc(NC(=O)Nc3ccccc3)cc2C(=O)N([C@@H](C)CO)C[C@@H]1C,-2,100,90,-13,0,90,84,87
Cc1ccccc1NC(=O)CN1C(=O)C2C3CC(C(Br)C3Br)C2C1=O (stereo not drawn),9,101,102,11,1,103,96,95
CCNC(=O)NC(=O)COC(=O)c1cccc(S(=O)(=O)N2CC3(C)CC2CC(C)(C)C3)c1 (stereo not drawn),1,103,108,-5,5,105,100,105
NS(=O)(=O)c1ccc(-c2ccc(C=O)o2)cc1,45,93,/,1,2,99,98,97
O=C(NCCCN1CCOCC1)C(=O)NCc1ccc(Cl)cc1,-17,90,88,-4,1,91,100,96
CC1(C)CN(c2ccc(C(=O)c3ccccc3)cc2)C1=O,17,98,100,-1,0,103,99,104
Nn1c(SCC(=O)Nc2ccc3c(c2)OCCO3)nnc(CCC(=O)O)c1=O,3,92,103,6,0,100,88,92
COc1ccc(NC(=O)C(c2ccc(OC)cc2)N(C)C(=O)CNC(C)=O)cc1 (stereo not drawn),-1,89,82,3,0,93,/,87
Nc1nonc1C(=O)OCC(=O)N1CCCCC1,-1,102,108,15,1,108,105,102
CC1(c2ccc(Cl)cc2)NC(=O)N(CC(=O)NCc2ccc(F)cc2)C1=O (stereo not drawn),-11,103,103,-7,0,103,95,96
O=C(Nc1ccc(Cc2ccncc2)cc1)c1cc([N+](=O)[O-])ccc1N1CCOCC1,3,97,98,-2,1,104,93,108
Cc1ccc2c(c1)C1CC(C)(O2)N(c2cccc(C(=O)NC3CCN(Cc4ccccc4)CC3)c2)C(=O)N1 (stereo not drawn),23,95,94,20,0,92,85,93
O=C(NC1CCCC1)C(c1ccncc1)N(C(=O)Cn1nnc(-c2ccccc2F)n1)c1cccc(F)c1 (stereo not drawn),-16,102,94,5,0,106,93,96
COc1ccc(C(=O)Nc2ccc(Cl)cc2C(=O)NCCN2CCOCC2)cc1,1,106,108,-2,1,106,103,106
O=c1c2cc(NC(=S)NC3CC3)ccc2nc2n1CCCCC2,0,99,95,4,1,98,107,107
COc1ccc([C@H]2/C=C\CN(C(=O)c3ccc(C)cc3)[C@@H](C)C(=O)N2Cc2ccc(F)cc2)cc1,6,107,90,-4,0,96,115,97
COc1ccccc1NC(=O)CS(=O)(=O)c1cn(CC(=O)N(C(C)C)C(C)C)c2ccccc12,-13,98,101,-2,3,97,85,98
C=C1C(C(=O)N2CCOCC2)C1C(=O)N1CCOCC1 (stereo not drawn),-2,95,98,14,1,108,95,96
Cc1cc(C)nc(SCCC(=O)N2CCOCC2)n1,8,104,106,14,1,110,114,108
CN(C)CCCNCCCNC(=O)c1ccncc1,-4,101,106,-8,1,104,102,103
Cc1ncc(CN2CCN(CCc3ccccc3)C(CCO)C2)s1 (stereo not drawn),3,99,107,9,1,101,99,101
CN(CCc1ccccn1)C(=O)CCC1CCCN(C(=O)c2ccsc2)C1 (stereo not drawn),0,110,113,3,3,109,95,105
COc1ccc(S(=O)(=O)N2CCC(C(=O)NCCc3c[nH]c4ccccc34)CC2)cc1,2,102,104,8,1,100,93,101
CCn1c(O)c(C=NCc2cccs2)c(=O)n(CC)c1=S,8,101,84,-9,0,102,102,104
Cc1ccc(N=Cc2c(O)ccc3ccccc23)cc1F,8,96,86,10,3,97,82,82
COc1ccc(Cl)cc1N(CC(=O)N/N=C/c1ccc(OCC(N)=O)cc1)S(C)(=O)=O,5,100,104,2,4,100,98,101
Cc1cc(C(C)(C)C)cc(S(=O)(=O)NCC(=O)O)c1C,-6,94,98,-12,0,99,96,101
COC(=O)C1=C[C@@H](C(=O)OC)[C@@H]2C3=C(C(=O)[C@]2(C)NC(=O)c2ccccc2)[C@H](C)n2c(=O)n(C)c(=O)n2[C@@H]3C1,8,99,86,13,0,97,120,89
COc1ccc(N(C)S(=O)(=O)c2cccc(C(=O)Nc3ccc(N4CCOCC4)cc3)c2)cc1,-2,99,102,16,0,103,102,100
COC(=O)c1sc(NC(=O)C2CCCCC2C(=O)O)c(C(=O)OC)c1C (stereo not drawn),3,97,91,-3,0,97,92,96
CN1CCN(C(=O)C2=C[C@H](c3ccccc3)C[C@H](OCc3ccc(CO)cc3)O2)CC1,-5,105,108,-9,1,89,109,97
COc1ccc(-c2ccc3nnc(SCC(=O)NCC4CCCO4)n3n2)cc1 (stereo not drawn),-21,97,82,10,0,97,104,109
CCCc1nnc(NC(=O)OCC)s1,/,98,94,8,0,102,97,101
Nn1c(SCc2cn3cc(Cl)ccc3n2)nnc1-c1ccncc1,-5,87,85,12,2,80,97,88
O=C(CCC1CCN(C(=O)Cc2c(F)cccc2F)CC1)NC1CC1,-6,97,95,-93,1,104,98,95
Cc1cccc(S(=O)Cc2ccc(C(=O)NC3CCN(Cc4ccccc4)CC3)o2)c1 (stereo not drawn),-2,98,104,12,0,106,104,101
CC(=O)N1CCN(CC(=O)Nc2ccccc2Sc2ccccc2)CC1,-3,100,96,10,0,101,86,90
Cc1cc(NC(=O)CSc2nc(C3CC3)nc3sc4c(c23)CCC(C)C4)no1 (stereo not drawn),28,96,94,9,0,95,93,91
CCc1nnc(NC(=O)CSc2nnc3nc(C)cc(C)n23)s1,-47,102,100,0,1,101,98,101
Cc1nc(-c2cccc(NC(=O)c3cc4cc(Br)ccc4oc3=O)c2)cs1,13,86,88,7,0,92,87,88
CCOC(=O)CC(=O)c1sc2c(c1N)c(=O)[nH]c(=O)n2-c1ccc(OC)cc1,6,118,120,0,3,117,116,96
CN(C)C(=O)CCC(=O)N1CCCC(N2CCN(c3cccc(C(F)(F)F)c3)CC2)C1 (stereo not drawn),8,100,108,-7,29,105,85,99
COc1ccc(Cl)cc1NC(=O)CCS(=O)(=O)c1ccc(C)cc1,-11,95,97,1,3,103,98,100
C=CCn1c(SCC(=O)Nc2ccc3c(c2)OCO3)nnc1-c1ccccc1OC,-9,101,93,22,0,97,90,100
CCOc1cc(/C=C/c2cccc[n+]2C)ccc1OCC(=O)Nc1ccc(C)cc1,-33,100,105,3,0,103,95,103
CC(C)C(=O)N=C1NC(=O)CS1,-10,100,99,10,0,99,89,91
COc1cccc(-c2cc(C(=O)N3CCN(c4ccccc4OC)CC3)no2)c1,4,92,88,-23,1,89,100,90
COc1ccc(CNC(=O)c2ccc(C(C)(C)C)cc2)cc1,12,95,90,12,1,97,112,102
COc1ccc(CC(=O)N(C)CC(=O)Nc2ccccc2SC)cc1,10,109,103,22,1,107,103,102
Fc1ccc(-c2nc3n(n2)Cc2ccccc2-3)cc1,-1,89,91,3,1,95,91,92
Cc1cccc(C)c1OCC(=O)Nc1ccc(N2CCOCC2)cc1,5,97,97,13,2,102,97,96
O=C1/C(=C/c2ccccn2)SC(=S)N1NS(=O)(=O)c1ccccc1,-15,96,94,26,2,85,69,91
CCc1ccccc1N1C(=O)C(Cl)=C(N2CCOCC2)C1=O,-13,96,93,2,1,90,88,97

# Continuation:
SMILES,JMJD2C inh,RPL19A TOR yeast,CIT2 TOR yeast,VLA-4 inh,GRK2 inh,MEP2 TOR yeast,LAP4 TOR yeast,AGP1 TOR yeast
CC(C)CCn1c(CN(C)Cc2ccccc2)nc2c1c(=O)n(C)c(=O)n2C,3,99,102,-8,2,104,104,100
COc1ccc(-c2csc3ncnc(N4CCN(CCO)CC4)c23)cc1,-16,98,106,4,1,103,96,97
O=C(NCC1CCN(C(=O)c2ccc([N+](=O)[O-])cc2)CC1)C(=O)Nc1ccccc1,10,98,96,-10,0,98,114,104
COCCNC(=O)/C(C#N)=C/c1cccc(NC(=O)c2ccccc2Cl)c1,-4,96,85,2,0,93,104,119
OCC1(Cc2ccccc2F)CCCN(Cc2c(F)ccc(F)c2F)C1 (stereo not drawn),-33,103,108,-1,1,112,100,96
O=C(NNC(=S)NCCc1ccccc1)c1ccc(Br)s1,-4,101,107,1,3,101,103,105
O=C(c1ccc(Br)o1)N1CCN(Cc2ccccc2Cl)CC1,3,104,107,11,0,105,92,100
CCC(CC)c1nc(C#N)c(NCc2ccccc2)o1,-3,96,94,-16,3,96,89,91
O=C(Nc1nccs1)C1CCN(S(=O)(=O)c2cccnc2)CC1,-25,104,103,29,3,105,101,106
Cn1c(=O)c(-c2ccccc2[N+](=O)[O-])c(Cl)c2ccccc21,8,100,91,13,3,93,87,97
O=C(NCCCn1ccnc1)Nc1ccc(Cl)cc1Cl,9,99,92,6,0,98,95,95
COCc1c(C(=O)N2CCN(c3ccccc3C)CC2)oc2ccccc12,-4,96,90,-2,7,95,100,100

# Arranged by heavy-atom count (descending): part of the list above.
SMILES,JMJD2C inh,RPL19A TOR yeast,CIT2 TOR yeast,VLA-4 inh,GRK2 inh,MEP2 TOR yeast,LAP4 TOR yeast,AGP1 TOR yeast
O=C(NCC1CCN(C(=O)c2ccc([N+](=O)[O-])cc2)CC1)C(=O)Nc1ccccc1,10,98,96,-10,0,98,114,104
COCc1c(C(=O)N2CCN(c3ccccc3C)CC2)oc2ccccc12,-4,96,90,-2,7,95,100,100
O=C(c1ccc(Br)o1)N1CCN(Cc2ccccc2Cl)CC1,3,104,107,11,0,105,92,100
O=C(NNC(=S)NCCc1ccccc1)c1ccc(Br)s1,-4,101,107,1,3,101,103,105
CCC(CC)c1nc(C#N)c(NCc2ccccc2)o1,-3,96,94,-16,3,96,89,91

# (continued)
SMILES,JMJD2C inh,RPL19A TOR yeast,CIT2 TOR yeast,VLA-4 inh,GRK2 inh,MEP2 TOR yeast,LAP4 TOR yeast,AGP1 TOR yeast
COc1cccc(NC(=O)CN(C)C(=O)c2ccc(N3CCCCC3)c([N+](=O)[O-])c2)c1,-13,97,91,0,3,97,101,104
CCc1sc(C(=O)N2CCN(S(C)(=O)=O)CC2)cc1Br,3,94,97,6,0,106,99,97
S=C(N=Nc1ccccc1)NNc1ccccc1,-22,93,80,15,42*,91,95,81
Cc1ccc(NC(=O)CCN2CC(C)OC(C)C2)cc1 (stereo not drawn),-10,101,107,-6,/,100,92,91
COC(=O)[C@]1(Cc2ccccc2)N[C@H](c2ccc(-c3ccc(OC)cc3)cc2)[C@@H]2C(=O)N(C)C(=O)[C@@H]21,-8,93,91,-3,0,90,99,86
Brc1ccc(-c2nn[nH]n2)cc1,-12,94,89,8,4,92,96,85
OCCCn1c(CCNc2nc(-c3ccc(Cl)cc3)cs2)nc2cc(C(F)(F)F)ccc21,0,97,90,-2,0,92,128,87
CN(c1ccccc1C(=O)N1CCN(c2cccc(Cl)c2)CC1)S(C)(=O)=O,-7,101,107,3,0,100,100,105
COc1ccccc1-c1nc(-c2ccncc2)no1,-5,103,115,11,0,103,97,98

# Compounds as they come; overall some 1.7% were active at least once.
